WT yeast gro inh – growth inhibition of WT yeast, mitochondrial fusion screen; mitochondrial fusion phenotypic screen, WT strain; inhibition, % at 10 µM; hit rate 2.1% among 190,000; AID 1362; in the data active means inhibition above about 58%; tested in S. cerevisiae
ER stress rescue – protection against thapsigargin-triggered cell killing – 384-well, CSM14.1, ATP luminescence, primary screen (AID 1222); 190,000 tested, under 10 active; cellular ATP content (survival), % at 20 µM; hits with a dose series show EC50 in µM; CSM14.1 thapsigargin-induced death rescue, ATP luminescence; higher % means a stronger effect;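 active means EC50 below 50 µM in the dose-response confirmation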;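 further: death triggered by thapsigargin at about 15 µM added after 2 h compound pretreatment; cell ATP read after overnight thapsigargin exposure of roughly 18 to 22 hours; normalized against plate controls of thapsigargin alone and 5% DMSO vehicle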
b-catenin transl – beta-catenin nuclear translocation modulation | nuclear translocation activity, % at 5 µM | HeLa beta-catenin nuclear translocation, immunofluorescence imaging | hit rate 0.3% among 190,000;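 active means nuclear translocation activity above 50% at 5 µM, with a well cell count of 50 or more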;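 further: per-cell ratio of nuclear to cytoplasmic median beta-catenin stain intensity; plate controls were DMSO negative control for no effect and GSK-3 inhibitor IX positive control for full effect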
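Assay system: human HeLa cells, native beta-catenin; doses: 5 µM primary, 0.02–20 µM confirmation; incubation: compound treatment 24 h, 37°C, 5% CO2; technique: fluorescence imaging of beta-catenin antibody stain plus DAPI; measure: % activation, nuclear-to-cytoplasmic median beta-catenin signal ratio per cell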
Ins promoter up – MIN6 insulin promoter up-regulation | MIN6 insulin promoter-GFP reporter, high-content imaging; stronger effect = higher value | hit rate 0.3% among 190,000 | z-score at 5 µM;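 active means z-score above 3 at 5 µM with at least 500 cells counted in the well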
Dynein transport – dynein cargo transport inhibition; z-score, hits read low; 3617.4 mouse cells, GR-EGFP nuclear translocation imaging; test concentration mostly 20 µM; stimulated with dexamethasone, 1 µM; stronger effect = lower value; AID 1381; hit rate 0.47% among 220,000;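 active means plate z-score of nuclear minus cytoplasmic receptor signal below a set negative limit, without overly bright fluorescence or cell loss, cut at about -3.5 in these data, passing the limit was not always enough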;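 further: z-score of nuclear minus cytoplasmic ring GR-EGFP intensity difference per well; some compounds called inactive have numbers as strong as hits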
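Buffer or medium: tet-free, stripped-serum medium; reagent: dexamethasone at 1.0 µM final, 30 min; incubation: 48 h induction, 1 h compound, 30 min dex at 37 °C; measured by: formaldehyde fixation, Hoechst nuclear stain, 10x automated fluorescence imaging; read-out: nuclear-to-cytoplasmic GR-EGFP distribution per well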
Autophagy HCS – alters autophagy in cells; MEF GFP-LC3 puncta imaging; test concentration mostly 10 µM; calls only at 10 µM (by protocol); AID 463193; hit rate 0.98% among 190,000;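 active means percentage of spot-positive cells more than 3 SD above its plate mean, without a fluorescence outlier flag or 80% toxicity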;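 further: spot-positive cell cutoff set from DMSO-treated cells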
MT stabilizer – microtubule stabilizers in HeLa cells; % tubulin-high responders, % at 10 µM; HeLa tubulin immunostaining HCS, 24 h; share of cells brighter than vehicle mean+2SD; hit rate 0.83% among 200,000;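 active means plate Z-score above 3 for both tubulin-high and condensed-nucleus cell shares, with cell loss under 80%, at 10 µM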;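 further: anti alpha tubulin signal scored within the nucleus-defined area of each cell; some results filed as inactive read as strong as hits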
XIAP antagonists – XIAP antagonists, biochemical, IAP family, fluorescence polarization (AID 1018). XIAP BIR domain, fluorescence polarization peptide displacement; higher % means a stronger effect. displacement, % at 20 µM; hits with a dose series show IC50 in µM. hit rate 0.007% among 200,000; in the data active means displacement above about 50%; further: a part of the inactive calls stands beside numbers as strong as those of hits
Lipid droplet – modulators of hepatic lipid droplet formation | AML12 mouse hepatocytes, oleate lipid droplets, BODIPY imaging | inhibition, % at 6.5 µM | hit rate 0.4% among 240,000;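 active means lipid droplet intensity inhibited by at least 50%, with more than 500 cells counted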
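System: AML12 hepatocytes (mouse). Probe or stimulus: oleic acid at 100 µM to induce lipid droplet formation. Times: overnight treatment with compound plus oleate. Detection: Image-based BODIPY and DAPI two-channel analysis. Evaluation: percent inhibition of filter-corrected integrated lipid droplet intensity per well.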
WT yeast gro inh mutant strain – also measured in WT yeast gro inh; calls as there; inhibition, %; mitochondrial fusion phenotypic screen, mutant strain inhibition
Dynein transport cytoplasmic EGFP – recorded beside Dynein transport, whose call it bears; z-score; measured here: cytoplasmic GR-EGFP intensity; stronger effect = higher value
Dynein transport nuclear GR-EGFP – second read-out of Dynein transport, no call of its own (marks repeat the call); z-score; measured here: nuclear GR-EGFP intensity;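 lower value marks the stronger effect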
Dynein transport cell count – also measured in Dynein transport; calls as there; z-score; measured here: cell count per field
Ins promoter up cell count – recorded beside Ins promoter up, whose call it bears; cell count; measured here: cytotoxicity, nuclei count;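 total cells summed across four imaged fields per well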
Lipid droplet cells 6.5 µM – recorded beside Lipid droplet, whose call it bears; cell count; measured here: cell count, cytotoxicity flag;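 cells counted across two imaged fields per well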
b-catenin transl cell count 5 µM – also measured in b-catenin transl; calls as there; cell count; measured here: cell count, cytotoxicity flag
MT stabilizer Hoechst-high % – further read-out of MT stabilizer, marked with its call; % Hoechst-high responders; measured here: nuclear condensation Hoechst responders;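 share of cells brighter than vehicle mean plus two SD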
MT stabilizer cytotoxicity % – recorded beside MT stabilizer, whose call it bears; toxicity, %; measured here: cytotoxicity by cell density;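 0% = mean cell density of plate MIN control wells and 100% = no cells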
Autophagy HCS cell loss 18 h – recorded beside Autophagy HCS, whose call it bears; toxicity, %; measured here: cell loss, nuclei count;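 cell loss after 18 h compound exposure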
Starred values were filed as active, the others as inactive; i = inactive; nt = no result given. Not a hit list. Share with any hit: about 4%.

SMILES | WT yeast gro inh | WT yeast gro inh mutant strain | ER stress rescue | b-catenin transl | b-catenin transl cell count 5 µM | Ins promoter up | Ins promoter up cell count | Dynein transport | Dynein transport cytoplasmic EGFP | Dynein transport nuclear GR-EGFP | Dynein transport cell count | Autophagy HCS | Autophagy HCS cell loss 18 h | MT stabilizer | MT stabilizer Hoechst-high % | MT stabilizer cytotoxicity % | XIAP antagonists | Lipid droplet | Lipid droplet cells 6.5 µM
Fc1ccccc1CSc1ncn[nH]1 | -9.8 | -3.8 | 3.9% | -2.1 | 1282 | 0.01 | 1206 | -0.643 | -0.113 | 0.00236 | 0.455 | i | 2.9 | 3.0 | 2.8 | 7.0 | -4.0% | 8.9 | 750
CC(=O)c1cccc(NC(=O)c2cnn3ccccc23)c1 | 4.7 | 0.3 | -1.5% | nt | nt | 1.52 | 721 | -0.26 | 0.107 | 0.106 | 0.0466 | i | 5.2 | 3.6 | 3.6 | 6.4 | 0.2% | nt | nt
CCOc1ccc(S(=O)(=O)NCCC(=O)N2CCN(c3ccc(OC)cc3)CC2)cc1 | -3.4 | -6.2 | -0.5% | -2.4 | 1084 | -0.86 | 1561 | 0.598 | -0.257 | 0.292 | 0.0176 | i | -19.7 | 1.3 | 1.3 | 2.6 | -1.1% | 0.3 | 700
CNS(=O)(=O)c1ccc(NC(=O)Nc2cccc(F)c2)cc1 | -7.0 | 3.1 | -1.3% | -0.7 | 1074 | -0.17 | 1364 | -0.544 | -0.306 | -0.204 | 0.333 | i | 17.0 | 3.9 | 1.7 | 7.5 | 0.1% | 13.3 | 683
CC1(C)CC(=O)C=C(NC2CC(C)(C)NC(C)(C)C2)C1 | 11.9 | 6.8 | 0.6% | -1.0 | 1161 | 0.3 | 1158 | -0.124 | -0.238 | -0.0372 | 0.423 | i | 11.4 | 2.1 | 2.3 | 5.8 | -1.4% | nt | nt
CCOC(=O)c1cnc(SCC#N)nc1N | nt | nt | nt | 0.8 | 1284 | -0.19 | 1054 | -1.01 | -0.807 | -0.38 | 0.217 | nt | nt | nt | nt | nt | nt | 18.5 | 681
CC(C)c1nc(CNC(=O)CC2C(=O)NCCN2Cc2ccoc2)cs1 (stereo not drawn) | 1.8 | 0.8 | 0.6% | -0.6 | 1144 | -0.76 | 1337 | 0.692 | -0.232 | 0.469 | -0.484 | i | -26.6 | 2.2 | 1.4 | 1.4 | -2.9% | -4.0 | 722
Cc1ccc(NC(=O)COC(=O)CNC(=O)C2CCCCC2)c(Br)c1 | -36.4 | -3.8 | -0.3% | -0.3 | 1186 | -0.45 | 1218 | 1.22 | -0.0972 | 0.876 | -0.267 | i | 4.3 | 2.6 | 3.4 | 6.6 | -6.7% | 16.7 | 702
CCC1(c2ccc(F)cc2)NC(=O)N(CC(=O)Nc2ccc(S(N)(=O)=O)cc2)C1=O (stereo not drawn) | -1.3 | 14.0 | -0.8% | -5.9 | 1097 | -0.75 | 1200 | 0.269 | -0.296 | 0.409 | 0.278 | i | 3.2 | 3.1 | 1.9 | 8.8 | -5.9% | -10.1 | 667
COc1cccc(OC)c1C(=O)Nc1cc(C)nn1-c1nc2ccccc2[nH]1 | 15.9 | 13.7 | -1.5% | 0.1 | 1062 | -1.32 | 1360 | 0.536 | -0.293 | 0.256 | 0.152 | i | -6.6 | 9.3* | 18.8* | 29.2* | -4.0% | 18.7 | 659
O=C(NC(=S)N1CCN(c2ccc(Cl)cc2[N+](=O)[O-])CC1)c1cccs1 | 71.6 | 83.5 | 9.3% | -1.7 | 933 | 0.06 | 1071 | -0.233 | 0.00383 | -0.0658 | -0.274 | i | 10.1 | 8.3 | 1.8 | 1.6 | -1.8% | -3.5 | 689
COc1ccc(Cc2n[nH]c(=S)n2-c2ccc3c(c2)OCCO3)cc1 | 4.7 | -16.8 | 0.4% | -0.7 | 1035 | -0.25 | 1326 | -1.35 | -0.247 | -0.565 | 1.46 | i | -21.0 | 3.3 | 1.8 | 5.5 | -5.9% | 6.0 | 767
COCc1cc(C)nc(SCC(=O)Nc2ccc(C)c(C)c2)c1C#N | -11.4 | -15.7 | -2.8% | 1.3 | 1026 | -0.08 | 1564 | -0.384 | -0.211 | 0.191 | 0.488 | i | 7.7 | 3.3 | 1.7 | 4.9 | -5.5% | 6.9 | 699
CCOC(=O)c1cnc2[nH]c3ccccc3n2c1=O | 2.4 | -12.9 | 1.5% | 2.5 | 1490 | 0.56 | 1469 | -0.506 | 0.0235 | -0.197 | -0.246 | i | -2.5 | 2.4 | 2.5 | 6.9 | -2.7% | -2.6 | 742
COC(=O)Nc1ccc(S(=O)(=O)N2CCCC(C(=O)Nc3cccc4c3OCCO4)C2)cc1 (stereo not drawn) | -14.0 | 7.7 | -1.1% | nt | nt | -1.03 | 1183 | -0.12 | -0.232 | 0.00986 | -0.418 | i | -7.6 | 1.8 | 1.0 | 4.2 | -2.1% | 14.9 | 746
Cc1ccc(C(=O)NCC(c2ccc(F)cc2)N2CCOCC2)cc1 (stereo not drawn) | nt | nt | nt | -0.9 | 1317 | 0.26 | 1031 | 2.64 | -0.46 | 1.07 | -1.66 | nt | nt | nt | nt | nt | nt | -8.7 | 667
NC(=O)Nc1ccc(Oc2c(F)c(F)c(F)c(F)c2F)cc1 | -0.7 | -17.8 | nt | -1.1 | 976 | -0.18 | 1192 | 0.344 | -0.213 | 0.476 | 0.36 | i | 0.2 | 4.5 | 3.0 | 4.7 | -1.7% | nt | nt
O=C1CCC([N+](=O)[O-])C(c2ccc(Cl)c([N+](=O)[O-])c2)N1 (stereo not drawn) | -8.8 | 9.5 | 0.7% | -2.1 | 549 | nt | nt | -0.577 | -0.254 | -0.187 | 0.384 | i | 12.7 | 1.5 | 1.9 | 10.4 | -0.9% | -0.3 | 770
O=C(Nc1ccccn1)C(=O)Nc1ccccn1 | nt | nt | nt | -0.3 | 1163 | 0.2 | 1493 | 0.15 | -0.262 | -0.0184 | -0.167 | nt | nt | nt | nt | nt | nt | 11.1 | 733
COC(=O)c1cc2sc(Cl)cc2n1CC(=O)NCCC(C)C | -5.9 | -7.1 | -2.5% | 1.5 | 1079 | 1.21 | 871 | -0.308 | 1.27 | 0.049 | 0.15 | i | -11.2 | 0.9 | 1.3 | 4.3 | -6.5% | -0.3 | 783
Cc1nc2ncnn2c(N2CCN(C(=O)Cc3cccs3)CC2)c1C | -14.4 | 14.1 | 3.5% | 3.6 | 1090 | 0.48 | 903 | -0.386 | -0.188 | -0.0486 | 0.684 | i | -2.5 | 3.3 | 2.5 | 10.4 | -5.8% | 11.6 | 799
Cc1cccc(NC(=S)NC(=O)CC2CC(C)(C)OC2=O)c1 (stereo not drawn) | 8.8 | 5.3 | -0.1% | 0.0 | 1490 | nt | nt | 1.51 | -0.02 | 0.704 | -2.38 | i | 19.9 | 1.7 | 1.8 | 4.2 | -5.9% | -0.9 | 742
COc1ccc(C2=[N+]([O-])C(C)(C)C(c3ccccc3)=N2)cc1 | -13.6 | 8.3 | 2.6% | -1.1 | 1093 | -0.32 | 1238 | -0.805 | -0.385 | -0.399 | 1.23 | i | 0.7 | 2.7 | 2.7 | 4.2 | -5.4% | 10.0 | 758
O=C(O)c1nn2cc(CCO)cnc2c1Cl | -13.5 | 11.7 | 3.3% | 1.5 | 1479 | 1.12 | 1557 | 0.272 | -0.327 | -0.164 | 0.924 | i | -1.0 | 2.0 | 1.6 | 7.8 | -2.3% | -9.6 | 710
Cc1sc2ncnc(NCc3cccnc3)c2c1C | 17.3 | -1.9 | 1.4% | -1.4 | 1123 | 0.03 | 1130 | 1.43 | -0.226 | 0.302 | -0.269 | i | 0.3 | 5.5 | 1.2 | 10.1 | -5.9% | 0.1 | 687
O=c1c(Cl)c(NCc2ccc(F)cc2)cnn1C12CC3CC(CC(C3)C1)C2 | 3.4 | 8.5 | -2.9% | -0.6 | 889 | 0.65 | 1311 | -1.07 | -0.309 | -0.76 | 0.841 | i | -0.7 | 2.6 | 2.7 | 2.2 | -6.4% | 10.0 | 692
COc1ccccc1C(=O)Oc1ccc(C(C)C)cc1 | 29.2 | 23.8 | -0.2% | nt | nt | 1.38 | 829 | 0.0358 | -0.00293 | -0.119 | 0.0588 | i | 1.1 | 1.7 | 1.0 | 17.3 | -23.7% | 17.0 | 857
O=C(O)CCC(=O)N1N=C(c2c(-c3ccccc3)c3cc(Cl)ccc3[nH]c2=O)CC1c1ccccc1 (stereo not drawn) | -10.1 | 3.3 | 3.7% | -0.7 | 1575 | -0.67 | 1618 | 0.505 | -0.155 | 0.475 | -0.818 | i | 6.9 | 3.6 | 2.2 | 9.8 | -3.9% | -11.7 | 667
COCCCNC(=O)c1ccccc1Oc1ccccc1 | -0.4 | -5.9 | -0.7% | -3.5 | 1014 | -0.49 | 1413 | 0.0144 | 0.267 | 0.545 | -1.29 | i | 7.0 | 2.3 | 1.9 | 10.1 | -7.4% | nt | nt
CCN(CC)c1ccc(/C=C/C(=O)c2cccnc2)cc1 | 12.7 | -12.4 | 0.2% | -0.9 | 1076 | 1.34 | 983 | 0.484 | -0.0773 | 0.171 | 0.162 | i | 9.4 | 2.2 | 1.8 | 11.7 | -3.6% | -14.5 | 754

From PubChem BioAssay
